Screening data: PubChem, several laboratories
M. tuberculosis GlmU = inhibition of mycobacterial GlmU enzyme – biochemical, glucosamine-1-phosphate acetyltransferase (AID 1376). Bifunctional protein GlmU (Mycobacterium tuberculosis (strain ATCC 25618 / H37Rv)). M. tuberculosis GlmU acetyltransferase enzyme assay; higher % means a stronger effect. inhibition, %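 (tested at 30 µM in the primary screen)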; hits with a dose series show IC50 in µM. actives 0.25% (n = 220,000); in the data active means inhibition above about 13%;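 further: 0% = complete reaction with vehicle and 100% = reaction without substrate; strong numbers were not always called active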
RmlCD inh 1536 = M. tuberculosis RmlC/RmlD coupled enzyme inhibitors, primary screen, biochemical, compound mixtures, 384-well, from 1536-well plates; RmlC+RmlD coupled enzyme assay, percent inhibition; primary screen in compound mixtures; inhibition, % at 3.6 µM; actives 0.03% (n = 160,000); in the data active means inhibition mostly above about 34%, no sharp cut-off; further: some results filed as inactive read as strong as hits
Target sequence (P9WH09 whole entry, looked up): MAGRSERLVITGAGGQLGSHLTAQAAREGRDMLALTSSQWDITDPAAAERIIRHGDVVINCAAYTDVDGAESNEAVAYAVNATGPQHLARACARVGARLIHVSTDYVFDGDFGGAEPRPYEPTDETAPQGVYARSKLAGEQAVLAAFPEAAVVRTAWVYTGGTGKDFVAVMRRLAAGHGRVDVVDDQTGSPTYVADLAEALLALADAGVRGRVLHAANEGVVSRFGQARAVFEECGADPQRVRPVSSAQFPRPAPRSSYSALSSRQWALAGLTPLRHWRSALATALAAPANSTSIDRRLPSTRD
Target sequence (P9WH11 whole entry, looked up): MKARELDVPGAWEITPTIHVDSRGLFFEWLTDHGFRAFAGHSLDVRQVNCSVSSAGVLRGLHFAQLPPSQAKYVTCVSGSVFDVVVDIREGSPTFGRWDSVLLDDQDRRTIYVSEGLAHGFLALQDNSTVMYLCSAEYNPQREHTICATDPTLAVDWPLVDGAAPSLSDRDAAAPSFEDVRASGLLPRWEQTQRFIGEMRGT
* = called active by the depositor; / = no result given; & = joins results of further samples.

SMILES	M. tuberculosis GlmU	RmlCD inh 1536
O=C(O)C/C=C(/NC(=O)OCc1ccccc1)C(=O)OCc1ccccc1	0.9%	-11
CN(c1ccc(C(=O)N2CCc3ccccc3C2)cc1)S(C)(=O)=O	0.1%	/
Cn1nnc(NC(=O)c2cccc(F)c2)n1	3.6%	-4
CCOP(=O)(OCC)c1nc(-c2cccc3ccccc23)oc1NCc1ccccc1	-4.0%	/
CCc1c(C)nc2cc(C)[nH]n2c1=O	22%	6
O=C(c1ccc2c3c(cccc13)C(=O)N(O)C2=O)N1CCCCC1	-5.3%	/
CC1=Cc2ccccc2C(C#N)N1C(=O)c1ccccc1 (stereo unspecified)	8.6%	/
Cc1cccc(C(=O)Nc2ccc(C(=O)/C=C/c3cccnc3)cc2)c1	-2.4%	5
CCNC(=O)CCCOc1ccc(Cl)cc1Cl	4.0%	5
Cc1ccc(Nc2nnc(C3C(=O)N(C)C4(C)CC3c3cc(Br)ccc3O4)s2)cc1 (stereo unspecified)	-5.9%	-1
CN(C)/C=C(\C(=O)c1ccccc1)c1nnnn1-c1ccccc1	-2.8%	4
Cc1ccc(C(=O)c2c[nH]c(C(=O)NCc3cccnc3)c2)cc1	8.3%	6
C/C(=N\NC(=O)c1cccc(N2CCCC2=O)c1)c1ccc(N)cc1	1.5%	7
COc1ccc(OCC(O)CNC(=O)Nc2cccc3ccccc23)cc1 (stereo unspecified)	3.3%	2
COc1cc(C(=O)NCc2ccc(C)cc2)ccc1OCc1c(C)noc1C	1.6%	/
CCn1c(SCC(=O)Nc2cccc(NC(C)=O)c2)nnc1C(C)C	5.6%	/
CNC(=S)N/N=C/c1c(C)nn(-c2ccc(F)cc2)c1Cl	-5.7%	/
CC(C)(C)/C(Cn1cncn1)=N\OC(=O)Nc1ccc(Cl)cc1	6.2%	/
COC(=O)c1c(C)oc(C)c(C(=O)OC)c1=O	-3.0%	/
Cc1cc2oc(=O)c3c(c2cc1OC(=O)c1ccco1)CCCC3	1.9%	/
O=C(CSc1ccccn1)Nc1ccc2c(c1)C(=O)c1ccccc1C2=O	0.7%	-13
O=C(NCc1ccc(C(F)(F)F)cc1)C1CC(c2ccccc2[N+](=O)[O-])=NO1 (stereo unspecified)	1.4%	4
CC(=O)Oc1ccc(/C=N/NC(=S)Nc2ccccc2)cc1	1.1%	-9
CCCc1nnc(NC(=O)CC(=O)OCC)s1	-6.7%	10
Cc1ccccc1C(=O)NNC(=O)Nc1ccccc1	4.0%	47

Further entries.
SMILES	M. tuberculosis GlmU	RmlCD inh 1536
CNC(=O)COc1ccc(S(=O)(=O)Nc2ccc(C)cc2)cc1	8.1%	-4
Cc1cc(C)c2[nH]c(=O)c(CN(CC3CCCO3)C(=S)NCc3ccco3)cc2c1 (stereo unspecified)	1.0%	-45
CN(C)CCNC(=O)c1onc(CSc2ccc(F)c(F)c2)c1C(=O)NCCN(C)C	1.7%	1
CCN(CC)C(=O)CSc1nnc(-c2cccc(OC)c2)o1	4.2%	14
COc1ccc(-c2nc3ncccn3c2Nc2ccc3c(c2)OCCO3)cc1	/	12
O=[N+]([O-])c1cc(-c2nnc(-c3ccccc3)o2)ccc1Oc1ccc(Cl)cc1	1.1%	23
O=C(Cn1nc(-c2ccccc2)c2ccccc2c1=O)Nc1ccc(F)cc1	-1.2%	2
OCc1ncccc1O	0.6%	-12
CCOC(=O)c1cc(CC)sc1NC(=O)CC1SC(N)=NC1=O (stereo unspecified)	-1.8%	10
Cc1ccc(NC(=O)CCC(=O)OCc2ccc(Br)cc2)cc1	1.8%	7
CC(c1ccccc1)n1cc(C(=O)NCc2cccnc2)nn1 (stereo unspecified)	6.0%	-12
Cc1cc(C)cc(N2C(=O)C3C4C=CC(C4)C3C2=O)c1 (stereo unspecified)	-0.3%	19
Clc1ccc(OCCCCN2CCc3ccccc3C2)cc1	-2.0%	5
CCOc1cc2c3c(c1)C(C)=CC(C)(C)N3C(=O)C2=O	-4.2%	-5
O=C(Nc1ccn(Cc2ccccc2F)n1)c1ccc(COc2ccc(Cl)cc2Cl)o1	0.4%	4
Cc1ccc(S(=O)(=O)N2CCC(C(=O)Nc3nnc(-c4ccco4)s3)CC2)cc1	3.9%	/
Cn1cc(C[C@H](NC(=O)OC(C)(C)C)C(=O)N[C@H](CO)Cc2ccccc2)c2ccccc21	1.9%	/
CCOC(=O)c1c(/N=C/C2=C(O)CCCC2=O)sc2c1CCCC2	0.0%	/
O=C(c1ccc(Cl)c(S(=O)(=O)NCc2ccco2)c1)N1CCN(c2ccccc2F)CC1	2.4%	-7
O=[N+]([O-])c1ccc(C2=Nn3cnnc3SC2)cc1	-1.2%	-9
O=C(COC(=O)c1cccc(Br)c1)NCCC1=CCCCC1	-0.1%	-16
COC(=O)COc1ccc(-n2cnnn2)cc1	-5.2%	10
O=C(CN1CCN(Cc2ccc(F)cc2Cl)C1=O)NCc1cccs1	0.3%	4
Cc1[nH]c2ccc(F)cc2c1CCN(Cc1ccncc1)C(=S)Nc1ccccc1	2.4%	4
Cc1ccc(N=C2NC(=O)S/C2=C\c2ccco2)cc1	5.6%	9

Later entries:
SMILES	M. tuberculosis GlmU	RmlCD inh 1536
O=C(COC(=O)CCc1c[nH]c(=O)[nH]1)Nc1cccc(Cl)c1	4.1%	/
CCc1nc(N2CCN(S(=O)(=O)c3ccc(Br)cc3)CC2)c2c(C)c(C)sc2n1	1.1%	/
COc1ccc(S(=O)(=O)N2CCC[C@H]2C(=O)NCc2ccc(Cl)cc2)cc1	-2.3%	16
CCOc1cc(C(N)=O)cc(Cl)c1OCC	1.4%	-5
O=C(CN1C(=O)COc2ccc(S(=O)(=O)N3CCOCC3)cc21)NCc1ccco1	4.0%	-6
COc1ccc(CN2CCOCC2)cc1	-0.1%	/
COc1cc2c(cc1NC(=O)CSc1nccn1C)oc1ccccc12	-2.7%	-10
O=C(COC(=O)C1CCN(S(=O)(=O)c2cccs2)CC1)c1cc2ccccc2o1	-1.0%	/
CCN(CC)c1c([N+](=O)[O-])c(=O)oc2ccccc12	1.7%	-5
O=C(c1ccc(N2CCCC2)c([N+](=O)[O-])c1)N1CCN(c2ccccn2)CC1	-0.7%	-8
O=C1C=C(NNC(=O)c2ccncc2)CC(c2ccccc2)C1 (stereo unspecified)	-0.8%	-11
CSc1cnc2c(=O)n(C)c(=O)[nH]c2n1	2.3%	20
COc1cccc(CNC(=O)C2=C(C)C(=O)OC23CCC(C)CC3)c1 (stereo unspecified)	1.7%	/
COc1ccc(C2CC(c3ccc(OC)cc3)n3nc(NC(=O)c4cccs4)nc3N2)cc1 (stereo unspecified)	1.0%	13
Brc1ccc(-c2noc(-c3ccccc3)n2)o1	-2.6%	5
Cc1c(Cl)c([N+](=O)[O-])nn1CCCC(=O)Nc1cccc(Cl)c1Cl	-3.4%	/
Cc1cccc(Cc2ccc(Cl)nn2)c1	2.4%	0
C=CCNc1nc(-c2ccc(O)c(C(N)=O)c2)cs1	5.3%	/
CCOc1ccc(OCCCCn2ccnc2)cc1	6.0%	-6
COc1ccc(C(=O)CSc2nnc(-c3ccc(C)cc3)o2)cc1	0.8%	3
Cc1ccc2[nH]c(=O)c(CN(CCCN3CCOCC3)C(=O)Nc3cccc(Cl)c3)cc2c1	-0.9%	/
Cc1ccc(C)n1CCN1CCN(S(=O)(=O)c2ccc(F)cc2F)CC1	-2.3%	62
COc1ccc(NS(=O)(=O)c2cc(C)ccc2C)cc1	9.8%	5
O=C(NCc1ccccc1)N1CCC(CO)(Cc2cccc(F)c2)CC1	2.3%	7
COc1ccc(C2(C(=O)NC(C)C)CCCC2)cc1OC	-1.1%	-2

New compounds follow
SMILES	M. tuberculosis GlmU	RmlCD inh 1536
NC(=S)N/N=C/c1ccccc1OCCSc1ccc(Cl)cc1	2.4%	33
COc1ccc(N2C(=O)C(F)(F)C2c2ccc(C)cc2)cc1OC (stereo unspecified)	3.0%	14
O=C(N/N=C/c1cccs1)C1COc2ccccc2O1 (stereo unspecified)	3.1%	5
COc1cc(C(=O)N(Cc2ccc(F)cc2)C2CCS(=O)(=O)C2)cc(OC)c1OC (stereo unspecified)	2.6%	-1
O=C1NC(=O)C(c2ccccc2)(c2ccccc2)N1	1.8%&-0.2%	/
CC(C)OC(=O)CCC/C=C\C[C@@H]1[C@@H](CC[C@@H](O)CCc2ccccc2)[C@H](O)C[C@@H]1O	0.1%	-5
Cc1ccc(OCCSc2ncnc3nc[nH]c23)cc1	1.7%	2
O=C(CCN1C(=O)/C(=C/C=C/c2ccccc2)SC1=S)Nc1ccccn1	-4.3%	6
COc1ccc(C2CC(c3cccs3)=NN2C(=O)COC(=O)c2cncc(Br)c2)cc1OC (stereo unspecified)	-1.6%	-8
O=C(COc1ccccc1)N1CCN(CC2CC3C=CC2C3)CC1 (stereo unspecified)	-5.2%	/
O=C(N/N=C\c1ccc(Cl)cc1)c1sccc1-n1cccc1	0.5%	10
Cc1ccccc1CSCCNC(=O)CN(c1ccc2c(c1)OCO2)S(C)(=O)=O	4.9%	/
Cc1nc2nc(-c3ccccc3)[nH]n2c(=O)c1Cc1ccccc1	-6.5%	21
O=C(NC(Cc1ccccc1)C(=O)O)/C(=C/c1ccccc1)NC(=O)c1cccc(Br)c1 (stereo unspecified)	-1.1%	4
Cc1cccc(-c2nc3c(c(SCC(=O)N4CCOCC4)n2)CCCC3)c1	1.1%	/
COc1ccc(-c2nn(-c3ccccc3)cc2/C=C/C(=O)N2CCOCC2)cc1OC	2.9%	-9
Cc1cccc(-n2c(C)cc(/C=N/O)c2C)c1	0.3%	/
Cc1ccccc1SCC(=O)NC1CCOC1=O (stereo unspecified)	-2.9%	/
O=C(CN1CCN(Cc2ccccc2)CC1)Nc1cccc(S(=O)(=O)N2CCCCCC2)c1	-2.7%	-4
CCCC(C)C(=O)Nc1ccc(C(N)=O)cc1 (stereo unspecified)	-1.6%	/
C=CCNC(=S)Nc1sc2c(c1C(=O)OCC)CCN(C(=O)OCC)C2	9.5%	9
O=C1CC(=O)C(n2cncn2)C(c2ccc(Cl)cc2Cl)C1 (stereo unspecified)	-5.6%	9
COc1ccc(N2CC(O)=C(c3nc(-c4ccc(Cl)cc4)cs3)C2=N)cc1	-1.1%	1
O=[N+]([O-])c1ccc2nc(SCc3cn4ccccc4n3)[nH]c2c1	1.4%	-4
COc1ccc(C2=CC3=C(Br)C(=O)C(C)(OC(=O)c4cnc5ccccc5n4)C(=O)C3=CO2)cc1 (stereo unspecified)	3.4%	/

Additional results follow:
SMILES	M. tuberculosis GlmU	RmlCD inh 1536
CCOC(=O)c1c(NC(=O)CSc2nc3c(c(=O)n(C)c(=O)n3C)n2C(C)C)sc(C)c1C	3.3%	14
CCC1CCc2c(sc(NC(=O)c3ccco3)c2C(N)=O)C1 (stereo unspecified)	0.8%	/
COc1ccc(CCCC(=O)N/N=C/c2cccc(OC)c2O)cc1C	0.3%	/
Nc1nnc(SCc2c(F)cccc2Cl)s1	3.1%	-10
Cc1c(NS(=O)(=O)c2ccc(N(C)C3CCCCC3)c([N+](=O)[O-])c2)c(=O)n(-c2ccccc2)n1C	-4.6%	/
O=C(O)CN1C(=O)/C(=C/c2ccc(SCc3ccccc3)o2)SC1=S	19%	9
COc1ccc(NC(=S)N(CCCN2CCOCC2)C(C)c2cc3cccc(OC)c3o2)cc1 (stereo unspecified)	7.4%	3
CSc1nc2ccc(NC(=O)NC(=O)c3c(F)cccc3F)cc2s1	2.7%	5
CCC(C)(C)C1CCc2c(sc(NC(=O)c3ccccc3C(=O)O)c2C#N)C1 (stereo unspecified)	5.3%	1
Nc1nnc(SCc2cc3c(cc2Cl)OCO3)s1	3.0%	1
O=C(NCc1ccccc1)c1ccc(-c2ccccc2C(F)(F)F)o1	0.6%	/
CS(=O)(=O)N1CCn2c1nc1ccccc12	4.4%	/
O=C(NNS(=O)(=O)c1ccc(F)c(Cl)c1)c1cccc(S(=O)(=O)N2CCOCC2)c1	-3.4%	21
CCN(CC)c1ccc(/C=N/OC(C)C(=O)Nc2ccc(C)cc2)cc1 (stereo unspecified)	-3.3%	-1
CN1CCN(NC(=O)c2cccc(S(=O)(=O)N3CCCCCC3)c2)CC1	1.2%	/
O=C(CNC(=O)C1CCCCC1)Nc1cc(Cl)cc(Cl)c1	1.9%	-25

Entries listed so far that have a furan ring, fused or not:
SMILES	M. tuberculosis GlmU	RmlCD inh 1536
Cc1cc2oc(=O)c3c(c2cc1OC(=O)c1ccco1)CCCC3	1.9%	/
Cc1cc(C)c2[nH]c(=O)c(CN(CC3CCCO3)C(=S)NCc3ccco3)cc2c1 (stereo unspecified)	1.0%	-45
O=C(Nc1ccn(Cc2ccccc2F)n1)c1ccc(COc2ccc(Cl)cc2Cl)o1	0.4%	4
Cc1ccc(S(=O)(=O)N2CCC(C(=O)Nc3nnc(-c4ccco4)s3)CC2)cc1	3.9%	/
O=C(c1ccc(Cl)c(S(=O)(=O)NCc2ccco2)c1)N1CCN(c2ccccc2F)CC1	2.4%	-7
Cc1ccc(N=C2NC(=O)S/C2=C\c2ccco2)cc1	5.6%	9
O=C(CN1C(=O)COc2ccc(S(=O)(=O)N3CCOCC3)cc21)NCc1ccco1	4.0%	-6
COc1cc2c(cc1NC(=O)CSc1nccn1C)oc1ccccc12	-2.7%	-10
O=C(COC(=O)C1CCN(S(=O)(=O)c2cccs2)CC1)c1cc2ccccc2o1	-1.0%	/
Brc1ccc(-c2noc(-c3ccccc3)n2)o1	-2.6%	5
CCC1CCc2c(sc(NC(=O)c3ccco3)c2C(N)=O)C1 (stereo unspecified)	0.8%	/
O=C(O)CN1C(=O)/C(=C/c2ccc(SCc3ccccc3)o2)SC1=S	19%	9
COc1ccc(NC(=S)N(CCCN2CCOCC2)C(C)c2cc3cccc(OC)c3o2)cc1 (stereo unspecified)	7.4%	3
O=C(NCc1ccccc1)c1ccc(-c2ccccc2C(F)(F)F)o1	0.6%	/

Only part of the results is shown. The share of hits here may be higher or lower than overall.
